Bioassay records (PubChem BioAssay)
Redox H2O2 prof: compounds producing H2O2 with reducing agent – biochemical, NIH compound library profiling, artefact control for MLSCN library redox annotation, primary screen | DTT-dependent redox cycling H2O2, phenol red/HRP absorbance; 100% = 100 µM peroxide control, 0% = buffer | activation, % at 10 µM | actives 0.03% (n = 200,000);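 active means activation of at least 50% relative to the plate's high and low controls in the primary single-dose screen; inactive means activation below 50%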;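 further: compound incubated with DTT at 0.8 mM final as the reducing agent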
PMI act: phosphomannose isomerase (human) activation; activation factor at 20 µM; purified human PMI, coupled resazurin fluorescence, 20 min; hits give high values; 1 = vehicle control, 0 substrate-free wells; actives 0.005% (n = 190,000); P34949;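 active means activation factor of 2 or more at 20 µM, relative to plate controls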
Target sequence (P34949 whole entry, looked up): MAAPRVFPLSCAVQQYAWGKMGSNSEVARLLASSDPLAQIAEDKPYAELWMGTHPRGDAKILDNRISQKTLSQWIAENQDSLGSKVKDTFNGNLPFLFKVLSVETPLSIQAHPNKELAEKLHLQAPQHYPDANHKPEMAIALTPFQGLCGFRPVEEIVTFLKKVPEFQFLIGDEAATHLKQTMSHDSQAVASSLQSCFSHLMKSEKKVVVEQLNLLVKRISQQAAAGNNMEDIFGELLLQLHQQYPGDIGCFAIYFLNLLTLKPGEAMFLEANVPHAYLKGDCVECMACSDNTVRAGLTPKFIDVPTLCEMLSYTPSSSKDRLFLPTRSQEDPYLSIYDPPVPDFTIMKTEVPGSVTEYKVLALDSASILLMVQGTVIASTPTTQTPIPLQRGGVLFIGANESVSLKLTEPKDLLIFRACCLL
TNAP inh hiacc: blocks human TNAP under high phosphate acceptor concentration. AID 1135. purified TNAP, CDP-star luminescence, 1 M DEA. P05186. inhibition, % at 20 µM. actives 0.03% (n = 200,000);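 active means over 50% inhibition of tissue-nonspecific alkaline phosphatase at 20 µM in the single-dose screen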;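 further: plate controls were DMSO wells for no effect and EDTA-quenched wells as full inhibition for full effect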
TNAP inh no acc: blocks human TNAP activity with no phosphate acceptor present. purified TNAP, CDP-star luminescence, 30 min. actives 0.26% (n = 200,000). P05186. inhibition, % at 20 µM. AID 1012;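 active means tissue-nonspecific alkaline phosphatase inhibition above about 50% at 20 µM in the single-dose screen, limit read from the data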;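 further: 0% = DMSO negative control and 100% = EDTA positive control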
Hsp70 act: Hsp70 transcriptional activation, primary screen. activation, % at 10 µM. HeLa Hsp70 promoter luciferase reporter, luminescence; scaled: vehicle 0, proteasome-inhibitor control 100%. actives 0.04% (n = 200,000);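 active means activation above the mean across all tested compounds plus 3 SD, cutoff set per campaign, cut at about 5.5% in these data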;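 further: 100% = MG132 at 30 µM as the positive control and 0% = DMSO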
RAM network inh: inhibitors of the yeast RAM network. inhibition, % at 50 µM. actives 1.8% (n = 190,000). S. cerevisiae dse1pr::URA3 reporter, 5-FOA growth OD615, 2 d; analog-sensitive cbk1-as2 kinase mutant strain;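 active means inhibition above a set limit, 3 SD over mean compound inhibition, cut at about 8.4% in these data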;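 further: 0% = DMSO-only wells with no growth and 100% = 10 µM 1-NA-PP1 full growth; inhibition rescues growth on 5-FOA so higher OD means more RAM inhibition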
HMGR II inh: E. faecalis class II HMG-CoA reductase inhibition; purified E. faecalis HMGR, NADPH absorbance 340 nm kinetic; inhibition, % at 10 µM; actives 0.41% (n = 190,000);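 active means inhibition above a set limit, the median over all tested compounds plus 3 SD, cut at about 9.5% in these data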;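 further: enzyme runs in reverse so mevalonate oxidation gives rising NADPH absorbance; 0% = complete reaction with DMSO and 100% = background rate lacking mevalonate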
S1P3 antag: S1P3 (human) receptor antagonism; Q99500; CHO S1P3 NFAT-BLA reporter, FRET fluorescence, antagonist mode; inhibition, % at 4.98 µM; actives 0.27% (n = 170,000); AID 485;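 active means inhibition above the plate cutoff, the mean inhibition of test wells on that plate plus 3 SD, cut at about 28% in these data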;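 further: cells challenged with S1P at its EC80 of 0.8 µM; blue over green emission ratio from cleaved BLA substrate after 4 h stimulation; 0% = S1P-stimulated wells and 100% = unstimulated DMSO-only wells; some compounds past the cut are filed as inactive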
Target sequence (Q99500 whole entry, looked up): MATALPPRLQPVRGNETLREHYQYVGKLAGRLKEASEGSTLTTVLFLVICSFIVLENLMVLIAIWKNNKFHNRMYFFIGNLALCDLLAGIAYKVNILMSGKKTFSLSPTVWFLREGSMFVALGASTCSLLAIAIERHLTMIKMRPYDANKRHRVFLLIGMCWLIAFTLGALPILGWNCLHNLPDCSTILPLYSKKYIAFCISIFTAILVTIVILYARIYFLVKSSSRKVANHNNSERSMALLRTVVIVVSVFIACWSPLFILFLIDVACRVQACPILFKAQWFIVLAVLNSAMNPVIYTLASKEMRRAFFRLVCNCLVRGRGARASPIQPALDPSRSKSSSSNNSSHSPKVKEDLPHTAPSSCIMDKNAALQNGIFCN
PMI act hi M6P: increases human PMI activity with near-saturating mannose 6-phosphate | coupled PMI enzyme assay, resazurin fluorescence, 20 min; hits give high values; 1 = untreated enzyme, 0 = substrate-free blank | activation factor at 20 µM | actives 0.34% (n = 190,000);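 active means activation factor of 2 or more at 20 µM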
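Test system: human phosphomannose isomerase with PGI, G6PDH, diaphorase coupling enzymes / Doses: 20 µM compound, 1% DMSO / Times: enzyme reaction with compound 20 min at room temperature / Measured by: Diaphorase-driven resazurin-to-resorufin fluorescence, excitation 544, emission 590 nm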
Lmaj promast: inhibitors of Leishmania major promastigote growth. actives 9% (n = 200,000). Leishmania major promastigotes, resazurin fluorescence viability. AID 1063. inhibition, % at 10 µM; in the data active means inhibition above about 50%;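 further: promastigotes grown with compound for 44 hours at 28 °C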
The depositor's hits bear a star.

COc1ccc(C(C)NC(=O)Cc2ccc(Br)cc2)cc1 (centres undefined) was read as Redox H2O2 prof 0.3, PMI act 0.8, TNAP inh hiacc 0, TNAP inh no acc -8, Hsp70 act 0.0, RAM network inh 1.4, HMGR II inh -1, S1P3 antag 0, PMI act hi M6P 0.8 and Lmaj promast 21.
For O=C(Cn1cnc2c(oc3ccccc32)c1=O)N1CCCc2ccccc21 the results were Redox H2O2 prof 0.0, PMI act 1.2, TNAP inh hiacc -1, TNAP inh no acc 12, Hsp70 act -0.6, RAM network inh 2.1, HMGR II inh -8, PMI act hi M6P 1.1 and Lmaj promast -1.
Screening CCOC(=O)C1=C(c2ccccc2)N=C2SCC(=O)N2C1c1ccc2c(c1)OCO2 (centres undefined) returned Redox H2O2 prof 0.2, PMI act 1, TNAP inh hiacc 1, TNAP inh no acc -5, Hsp70 act -0.1, RAM network inh 4.8, HMGR II inh -9, S1P3 antag -15, PMI act hi M6P 1.1 and Lmaj promast -1.
For COc1ccc(C2CC(c3ccccc3)=NN2C(=O)CSc2ncn[nH]2)cc1 (centres undefined) the results were Redox H2O2 prof 0.6, PMI act 0.9, TNAP inh hiacc 17, TNAP inh no acc 8, Hsp70 act 0.2, RAM network inh 2.7, HMGR II inh 2, S1P3 antag -8, PMI act hi M6P 0.9 and Lmaj promast 10.
Screening CC(C)(C)OC(=O)[C@H](Cc1ccccc1)NC(=O)c1nc[nH]c1C(=O)NC1CCN(C(=O)OC(C)(C)C)CC1 returned Redox H2O2 prof 0.4, PMI act 0.7, TNAP inh hiacc -2, TNAP inh no acc -10, Hsp70 act 0.0, RAM network inh 4.5, HMGR II inh -1, S1P3 antag -18, PMI act hi M6P 0.7 and Lmaj promast 41.
`COc1ccc(/C(O)=C2/C(=O)C(=O)N(CCCC(=O)O)C2c2ccc(OC)c(OC)c2)cc1` (centres undefined) gave Redox H2O2 prof 2.6, PMI act 1.2, TNAP inh hiacc -11, TNAP inh no acc -4, Hsp70 act -0.1, RAM network inh 0.1, HMGR II inh -10, S1P3 antag -4, PMI act hi M6P 1.1 and Lmaj promast -4.
For CCN(CCn1cccn1)C(=O)CCc1nnc(Cc2c[nH]c3ccccc23)o1 the results were Redox H2O2 prof 0.1, PMI act 1, TNAP inh hiacc -3, TNAP inh no acc -10, Hsp70 act -0.2, RAM network inh 0.2, HMGR II inh 0, S1P3 antag -7, PMI act hi M6P 1 and Lmaj promast -6.
`CC/C(=N\NC(=O)c1cc(C)nc2ccccc12)c1ccc(C)s1` gave Redox H2O2 prof 0.2, PMI act 1.3, TNAP inh hiacc -6, TNAP inh no acc -11, Hsp70 act -0.4, RAM network inh 2.6, HMGR II inh -3, S1P3 antag 15, PMI act hi M6P 1.4 and Lmaj promast 0.
`CC(=O)Nc1ccc2c(c1)ncn2-c1ccc(C)cc1` gave Redox H2O2 prof -0.2, PMI act 1.1, TNAP inh hiacc -4, TNAP inh no acc -10, Hsp70 act 0.3, RAM network inh 0.3, HMGR II inh -2, S1P3 antag -41, PMI act hi M6P 1.1 and Lmaj promast -5.
`CCOC(=O)C1CCCN(CCC(=O)Nc2c(C(=O)OC)[nH]c3cc(OC)ccc23)C1` (centres undefined) gave Redox H2O2 prof -0.3, PMI act 1, TNAP inh hiacc -4, TNAP inh no acc -10, Hsp70 act 0.0, RAM network inh 0.6, HMGR II inh -4, S1P3 antag -3, PMI act hi M6P 1 and Lmaj promast 4.
Screening CCOC(=O)c1cc[nH]c1C returned Redox H2O2 prof -0.1, PMI act 0.9, TNAP inh hiacc -5, TNAP inh no acc -19, Hsp70 act -0.1, RAM network inh -0.8, HMGR II inh -2, S1P3 antag -5, PMI act hi M6P 1 and Lmaj promast 2.
For CCOc1cc(/C=N/NC(=O)CN2CCCCC2)ccc1OCc1cccc(Cl)c1 the results were Redox H2O2 prof -1.3, PMI act 0.8, TNAP inh hiacc -5, TNAP inh no acc -16, Hsp70 act -0.1, RAM network inh -0.5, HMGR II inh -6, S1P3 antag -4, PMI act hi M6P 0.9 and Lmaj promast 97*.
O=C(Nc1ccc(N2CCCCC2)cc1)c1cccnc1Cl was read as Redox H2O2 prof -0.3, PMI act 0.9, TNAP inh hiacc 0, TNAP inh no acc 0, Hsp70 act -0.2, RAM network inh 0.7, HMGR II inh 2, PMI act hi M6P 0.9 and Lmaj promast 12.
For Cc1ccc(N=Nc2ccc(O)c(/C=N\NC(=O)c3ccc(N)cc3)c2)cc1C the results were Redox H2O2 prof 0.5, PMI act 1.1, TNAP inh hiacc 16, TNAP inh no acc -5, Hsp70 act 0.2, RAM network inh 1.3, HMGR II inh -7, PMI act hi M6P 1.1 and Lmaj promast -6.
For O=C(C1CCN(S(=O)(=O)c2ccc(-n3cnnn3)cc2)CC1)N1CCN(c2ccccc2)CC1 the results were Redox H2O2 prof 1.8, PMI act 0.9, TNAP inh hiacc -6, TNAP inh no acc -17, Hsp70 act -0.2, RAM network inh 1.8, HMGR II inh -2, S1P3 antag 8, PMI act hi M6P 1 and Lmaj promast -4.
For Cc1ccn2cc(CCNS(=O)(=O)c3ccc4c(c3)OCCO4)nc2c1 the results were Redox H2O2 prof -2.0, PMI act 1, TNAP inh hiacc -7, TNAP inh no acc 3, Hsp70 act -0.2, RAM network inh 3.2, HMGR II inh -12, PMI act hi M6P 1 and Lmaj promast -7.
For O=C(CN1C(=O)C2CC=CCC2C1=O)Nc1nc2ccccc2[nH]1 (centres undefined) the results were Redox H2O2 prof 1.3, PMI act 1.1, TNAP inh hiacc -8, TNAP inh no acc 0, Hsp70 act 0.1, RAM network inh 0.3, HMGR II inh -2, S1P3 antag -5, PMI act hi M6P 1.1 and Lmaj promast -6.
For O=C(CCN1C(=O)c2ccccc2C1=O)N1CCCCCC1 the results were Redox H2O2 prof 0.8, PMI act 1, TNAP inh hiacc -4, TNAP inh no acc -4, Hsp70 act 0.2, RAM network inh -0.4, HMGR II inh -2, S1P3 antag -29, PMI act hi M6P 1 and Lmaj promast 9.
For CCn1nc(C)c(NC(=O)CC23CC4CC(CC(C4)C2)C3)c1C the results were Redox H2O2 prof -0.3, PMI act 1.1, TNAP inh hiacc -4, TNAP inh no acc -4, Hsp70 act -0.1, RAM network inh -0.5, HMGR II inh 4, S1P3 antag -12, PMI act hi M6P 1 and Lmaj promast 10.
O=C(OCC(=O)N1CCc2ccccc21)c1cncc(Br)c1 was read as Redox H2O2 prof -1.3, PMI act 1.1, TNAP inh hiacc 1, TNAP inh no acc 2, Hsp70 act -0.3, RAM network inh 2.8, HMGR II inh 1, S1P3 antag -4, PMI act hi M6P 1.1 and Lmaj promast -8.
`CCn1c(=NC(=O)c2ccco2)sc2cccc(F)c21` gave Redox H2O2 prof -0.6, PMI act 0.9, TNAP inh hiacc -2, TNAP inh no acc -2, Hsp70 act 0.8, RAM network inh 2.4, HMGR II inh -3, PMI act hi M6P 1 and Lmaj promast 2.
`O=C(CSc1nc(O)c(Cc2ccccc2F)c(=O)[nH]1)N1CCCCCC1` gave Redox H2O2 prof 2.8, PMI act 1.1, TNAP inh hiacc -7, TNAP inh no acc -12, Hsp70 act -0.5, RAM network inh 1.7, HMGR II inh 1, S1P3 antag 0, PMI act hi M6P 1 and Lmaj promast -7.
For O=C(NCc1cccs1)C1CC(=O)N(c2ccc(F)cc2)C1 (centres undefined) the results were Redox H2O2 prof 2.1, PMI act 0.9, TNAP inh hiacc -6, TNAP inh no acc -9, Hsp70 act -0.2, RAM network inh 0.7, HMGR II inh -2, S1P3 antag -27, PMI act hi M6P 1 and Lmaj promast 5.
O=C(OCc1ccccc1)C1CCCN1C(=O)c1cccs1 (centres undefined) was read as Redox H2O2 prof 3.2, PMI act 0.9, TNAP inh hiacc 1, TNAP inh no acc -10, Hsp70 act -0.6, RAM network inh 0.8, HMGR II inh -1, S1P3 antag 15, PMI act hi M6P 0.7 and Lmaj promast -4.
Screening Cc1cc(C)n(-c2ccc(C(=O)Nc3cccnc3Cl)cc2)n1 returned Redox H2O2 prof 0.2, PMI act 1.1, TNAP inh hiacc 4, TNAP inh no acc -5, Hsp70 act -0.1, RAM network inh 1.3, HMGR II inh -2, S1P3 antag 0, PMI act hi M6P 1 and Lmaj promast -1.
`O=C(CO/N=C/c1ccccc1OC(F)F)NCc1cccs1` gave Redox H2O2 prof -0.4, PMI act 1, TNAP inh hiacc -4, TNAP inh no acc -10, Hsp70 act 0.2, RAM network inh 1.2, HMGR II inh -1, S1P3 antag -19, PMI act hi M6P 0.9 and Lmaj promast -3.
`Cc1nn(-c2ccccc2)c(C)c1C(=O)OCC(=O)NC(=O)NC1CCCC1` gave Redox H2O2 prof 0.3, PMI act 0.9, TNAP inh hiacc -1, TNAP inh no acc -1, Hsp70 act -0.1, RAM network inh -0.1, HMGR II inh -4, PMI act hi M6P 0.9 and Lmaj promast 5.
Cc1ccc(NS(=O)(=O)c2ccc3[nH]c(=O)[nH]c3c2)c(C)c1 was read as Redox H2O2 prof -0.2, PMI act 0.8, TNAP inh hiacc -3, TNAP inh no acc 1, Hsp70 act -0.4, RAM network inh 0.0, HMGR II inh 9, S1P3 antag -10, PMI act hi M6P 0.9 and Lmaj promast 1.
`Cc1nc(NC(=O)C2CC2)sc1C` gave Redox H2O2 prof -0.4, PMI act 1.1, TNAP inh hiacc 1, TNAP inh no acc -3, Hsp70 act -0.5, RAM network inh 0.1, HMGR II inh 1, S1P3 antag -1, PMI act hi M6P 1 and Lmaj promast -7.
For NC(=O)COC(=O)CC(NC(N)=O)c1ccc(Cl)cc1 (centres undefined) the results were Redox H2O2 prof 0.6, PMI act 1.1, TNAP inh hiacc 0, TNAP inh no acc -4, Hsp70 act -0.2, RAM network inh 0.6, HMGR II inh -2, S1P3 antag -6, PMI act hi M6P 1 and Lmaj promast -6.
For O=C(OCC(=O)N1CCc2ccccc21)c1c2c(nc3ccccc13)CCCC2 the results were Redox H2O2 prof 0.7, PMI act 0.9, TNAP inh hiacc -1, TNAP inh no acc -6, Hsp70 act -0.2, RAM network inh 0.2, HMGR II inh -1, S1P3 antag -6, PMI act hi M6P 0.9 and Lmaj promast 34.
For O=C(NCc1nnc(SCC(=O)N2CCCc3ccccc32)o1)c1ccco1 the results were Redox H2O2 prof -1.0, PMI act 1.1, TNAP inh hiacc 0, TNAP inh no acc 18, Hsp70 act -0.2, RAM network inh 0.3, HMGR II inh 2, S1P3 antag -16, PMI act hi M6P 1.1 and Lmaj promast -6.
Screening COc1ccc(C2CC(c3cccc(C)c3)n3nc(N)nc3N2)cc1 (centres undefined) returned Redox H2O2 prof -3.2, PMI act 0.8, TNAP inh hiacc -2, TNAP inh no acc -9, Hsp70 act 0.0, RAM network inh 0.1, HMGR II inh -6, S1P3 antag -4, PMI act hi M6P 0.9 and Lmaj promast 86*.
